RTF Ca sens inh – cardiac RTF calcium desensitization; IANBD-labeled cardiac RTF, Ca2+ fluorescence; inhibition, % at 7.15 µM; 340,000 compounds, 0.12% hits;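 active = inhibition above the mean inhibition of all tested compounds plus 3 SD, cut at about 17% in these data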;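 note: assay run at fixed EC70 calcium of 1.6 mM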
Arr AP2 block – human beta-arrestin and AP2 interaction inhibition. inhibition, % at 10 µM. 340,000 compounds, 0.31% hits. FITC-arrestin peptide / GST-AP2 beads, flow cytometry; AP2 beta2 appendage carries R879A mutation;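 active = inhibition above a set limit, near 3 SD of compounds lacking own fluorescence, cut at about 54% in these data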;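 note: plate controls were DMSO wells for no effect and 5 µM unlabelled arrestin peptide for full effect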
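Material – AP2 appendage R879A on GSH beads · Buffer or medium – PBS with 0.05% Tween 20 and 0.1% BSA · Probe or stimulus – fluorescein-tagged arrestin peptide at 50 nM final · Incubation – compound with beads 12 min RT, then probe 1 h RT · Detection – high-throughput flow cytometry of beads, ex 488, em 535 nm · Evaluation – percent response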
NSD2 HMT inh – inhibitors of human histone methyltransferase NSD2 | NSD2 peptide methylation, AlphaScreen, 120 min | inhibition, % at 12.5 µM | 310,000 compounds, 0.54% hits | AID 743445; in the data active = inhibition above about 50%
SR-BI DiI-HDL act – activators of SR-BI mediated HDL lipid uptake; CHO ldlA[mSR-BI] cells, DiI-HDL uptake fluorescence, 3 h; 100 = double the neutral-control signal; activation, % at 12.5 µM; 320,000 compounds, 0.096% hits; AID 504775;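 active = mean replicate activation of at least 60% and every replicate at or above 60%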;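 note: 0% = median plate neutral-control signal and 100% = twice that signal; values of inactives mirror those of a sister screen read the other way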
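Test system: SR-BI-overexpressing, LDLR-lacking CHO cells; Also added: labelled HDL, 10 µg/mL; Measured by: bottom-read cell fluorescence after medium removal, ex 550/em 595 nm; Timing: 3 h uptake period with compound, 37 °C; Buffer or medium: F12, 0.5% BSA, 25 mM HEPES; Doses: single compound concentration, delivered by pin transfer.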
C-LANA FP – blocks KSHV LANA C-terminal domain binding to DNA. MBP-C-LANA/FAM-LBS DNA binding, fluorescence polarization. inhibition, % at 9 µM. 340,000 compounds, 0.078% hits. AID 504423;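 active = highest replicate inhibition at or above 60% at 9 µM, even if other replicates fall short; inactive = all replicates below 60% inhibition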;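 note: 0% = neutral control wells and 100% = 4 µM acridine orange control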
PKA-R2B activ – PKA-R2B complex activation. 340,000 compounds, 0.079% hits. activation, % at 11.4 µM. PKA-R2B holoenzyme dissociation, Cy5-IP20 fluorescence polarization; R2B truncated from residue 108, S112A mutant; 0% DMSO only, 100% 113 µM cGMP. AID 504700;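 active = activation above a cutoff set at the mean over all compounds plus 3 SD, cut at about 18% in these data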;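 note: higher means more holoenzyme dissociation and a rise in polarization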
Target sequence (P31323 whole entry, looked up, other chains not shown, the tested form may be a part): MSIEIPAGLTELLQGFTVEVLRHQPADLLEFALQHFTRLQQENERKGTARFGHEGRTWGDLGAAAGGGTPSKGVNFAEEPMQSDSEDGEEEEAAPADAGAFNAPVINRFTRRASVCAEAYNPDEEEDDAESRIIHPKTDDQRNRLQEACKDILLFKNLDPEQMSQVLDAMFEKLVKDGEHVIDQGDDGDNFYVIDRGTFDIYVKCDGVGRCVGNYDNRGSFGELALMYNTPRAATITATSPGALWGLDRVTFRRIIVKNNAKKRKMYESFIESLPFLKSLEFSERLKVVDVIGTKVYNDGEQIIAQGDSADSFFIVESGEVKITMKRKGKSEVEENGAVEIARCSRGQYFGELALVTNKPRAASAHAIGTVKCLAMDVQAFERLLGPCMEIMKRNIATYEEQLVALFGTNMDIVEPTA
PvdQ acylase – P. aeruginosa PvdQ acylase inhibition; purified PvdQ acylase, fluorescence plate reader; inhibition, % at 10 µM; 340,000 compounds, 0.063% hits; AID 488965; in the data active = inhibition above about 30%, passing the limit was not always enough;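 note: 0% = vehicle neutral wells and 100% = reference inhibitor wells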
Keap1-Nrf2 PPI – disrupts human Keap1 binding to Nrf2 peptide. Keap1 Kelch-Nrf2 peptide fluorescence polarization, 1536-well. inhibition, % at 9.4 µM. 340,000 compounds, 0.15% hits. AID 504523; in the data active = inhibition above about 12%;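 note: human Keap1 Kelch domain with fluorescein labeled Nrf2 9mer peptide probe; 0% = neutral control wells and 100% = peptide positive control; higher means more block of Keap1 binding to Nrf2 peptide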
SR-BI DiI inh – inhibitors of mouse SR-BI mediated HDL lipid uptake; Q61009; ldlA[mSR-BI] CHO cells, DiI-HDL uptake fluorescence, 3 h; 320,000 compounds, 0.96% hits; inhibition, % at 12.5 µM;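 active = mean replicate inhibition of at least 70% and a set share of replicates each scoring 70 or more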;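 note: 0% = median of neutral control wells and 100% = median of positive control wells; values of inactives mirror those of a sister screen read the other way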
DAGLB inh – diacylglycerol lipase beta (human) inhibition; 340,000 compounds, 0.059% hits; Q8NCG7; inhibition, % at 5.17 µM; HEK293T DAGLB membrane lysate, EnzChek fluorogenic substrate; AID 504411; in the data active = inhibition above about 34%;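 note: 0% = enzyme with vehicle and 100% = wells lacking enzyme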
Target sequence (Q8NCG7 whole entry, looked up): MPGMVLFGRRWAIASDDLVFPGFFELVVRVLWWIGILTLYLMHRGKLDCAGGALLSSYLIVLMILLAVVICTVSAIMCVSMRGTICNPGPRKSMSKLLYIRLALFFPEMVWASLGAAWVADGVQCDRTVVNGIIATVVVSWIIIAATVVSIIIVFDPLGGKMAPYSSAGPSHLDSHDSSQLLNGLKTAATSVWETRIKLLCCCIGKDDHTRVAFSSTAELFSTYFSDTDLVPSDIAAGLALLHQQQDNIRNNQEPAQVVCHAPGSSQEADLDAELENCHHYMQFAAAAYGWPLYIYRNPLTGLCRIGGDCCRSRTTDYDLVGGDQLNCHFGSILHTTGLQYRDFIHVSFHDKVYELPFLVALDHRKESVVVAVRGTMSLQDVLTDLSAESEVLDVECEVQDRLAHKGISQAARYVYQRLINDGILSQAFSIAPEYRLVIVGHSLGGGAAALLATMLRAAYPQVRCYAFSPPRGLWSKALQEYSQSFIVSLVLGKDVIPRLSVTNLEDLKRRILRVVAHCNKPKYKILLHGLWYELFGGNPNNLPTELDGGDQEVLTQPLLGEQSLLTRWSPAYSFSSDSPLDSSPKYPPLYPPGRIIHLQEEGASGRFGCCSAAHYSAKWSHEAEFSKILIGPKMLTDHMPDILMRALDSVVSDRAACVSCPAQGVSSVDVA
Starred values were filed as active, the others as inactive; . = not tested or not shown.

SMILES	RTF Ca sens inh	Arr AP2 block	NSD2 HMT inh	SR-BI DiI-HDL act	C-LANA FP	PKA-R2B activ	PvdQ acylase	Keap1-Nrf2 PPI	SR-BI DiI inh	DAGLB inh
COc1ccc(-c2cc(C(=O)OCC(=O)Nc3cc(C)on3)c3ccccc3n2)cc1OC	-8	24	-1	-52	0.0	3	-6	-1	52	0
O=C(NCCc1ccccc1)C1CCCN1C(=O)Nc1cccc(Cl)c1 (stereo not drawn)	-2	3	3	-1	0.6	-12	-9	0	1	2
c1ccc(-c2ncnc3cc4n(c23)CCC4)cc1	-2	-6	9	7	0.3	-6	-4	4	-7	-2
O=C(CN1C(=O)COc2ccc(Cl)cc21)Nc1ccc(N2CCOCC2)cc1	-10	3	1	-40	-0.6	6	-12	-2	40	1
O=C1NC2(CCc3ccccc3C2)C(=O)N1CCOc1cccc(Cl)c1 (stereo not drawn)	-3	5	-1	1	0.3	-6	-9	0	-1	2
O=C(NC1=NCCS1)c1ccccc1	-9	6	-2	21	9.0	6	-15	-1	-21	2
O=C(c1cccs1)N(Cc1cccc(F)c1)C1CCS(=O)(=O)C1 (stereo not drawn)	1	10	-5	24	-0.3	1	-6	3	-24	0
COc1ccc(N(Cc2ccccc2)C(=O)OC(C)(C)C)c(C(=O)N(C)OC)c1	-16	21	.	-51	-0.1	-5	-9	2	51	-2
O=C(NCc1ccco1)c1ccc2c(=O)n(Cc3ccco3)c(SCC(=O)N3CCCC3)nc2c1	-3	0	.	-17	0.2	-6	-14	-2	17	4
CCOC(=O)N1CCN(S(=O)(=O)c2ccc(C(=O)Nc3nnc(C)o3)cc2)CC1	3	11	-5	35	-0.7	1	8	2	-35	-1
Clc1nc(-c2ccccc2)c2ccccc2n1	-4	11	1	14	-1.4	6	1	-1	-14	-2
CN(CC(=O)Nc1cccc(F)c1)C(=O)c1ccncc1	-3	-5	-3	14	2.6	-1	7	3	-14	1
CCn1cc(C(=O)Nn2cnnc2)c(=O)c2ccc(C)nc21	-7	39	-2	.	-0.7	2	2	4	.	-1
CCOC(=O)C1CCN(Cc2ccc(OC)c(C)c2OC)CC1	-5	11	0	29	-0.6	-10	3	-2	-29	0
Cc1sc2ncnc(N3CCC(C(=O)NNC(=O)c4ccc(F)cc4)CC3)c2c1C	-18	-3	3	-63	-0.8	-6	-2	0	63	3
Cn1c(=O)[nH]c(=O)c2c1nc(CN1CCOCC1)n2CCCO	-4	0	-2	7	0.3	6	-12	-1	-7	0
CN(C)C(=O)CSc1ncnc2scc(-c3ccccc3)c12	-7	0	2	24	2.4	9	-7	1	-24	1
CCOC(=O)c1c(NC(=O)CC(C)C)sc(C(C)=O)c1C	-3	1	.	-22	1.5	-5	-3	2	22	-10
Cn1ncc([N+](=O)[O-])c1C(=O)Nc1ccccc1C(=O)O	-2	2	1	8	-0.5	-8	-2	3	-8	3
c1cnc(SCCOc2ccc3c(c2)CCC3)nc1	-4	11	-2	15	-0.4	-5	5	-3	-15	-8
CC(C)(C)c1ccccc1OCC(=O)NCc1ccccc1	-1	64*	-2	4	-5.1	-9	-4	-1	-4	-3
O=C(c1c(O)c2ccccc2oc1=O)C1CCCCC1	3	-3	2	12	-2.4	10	-12	-7	-12	3
CC(OC(=O)c1ccc(S(=O)(=O)N(C)C)cc1)C(=O)Nc1ccc(Cl)cn1 (stereo not drawn)	-3	32	-3	1	-0.1	-3	10	-6	-1	-4
O=C(N/N=C/c1ccc(-c2cccc(C(F)(F)F)c2)o1)c1cccc(F)c1	0	1	-2	1	0.4	-3	-11	1	-1	-7
CC1CN(C(=O)Nc2ccc3c(c2)OCO3)CC(C)O1 (stereo not drawn)	0	3	3	14	3.1	9	-8	-3	-14	1
Cc1nn(Cc2ccc(F)cc2)c(C)c1NC(=O)c1cnn2cccnc12	2	7	2	9	-0.9	-6	-1	-5	-9	-1
O=C(Nc1ccc(S(=O)(=O)N2CCCCC2)cc1)c1ccccc1F	-7	5	-4	.	0.0	-4	-15	-3	.	1
CC(C)NC(=O)Nc1cccc2c1O[C@H](CN(C)S(=O)(=O)c1cccs1)[C@@H](C)CN([C@H](C)CO)C2=O	-3	9	.	5	-3.1	6	2	-4	-5	-3
O=C(Cc1nc(=O)c2ccccc2s1)Nc1ccccc1	-6	4	-1	-24	-0.2	0	-10	-2	24	-1
Cc1ccc(S(=O)(=O)c2nc(-c3ccccc3)oc2NCCN2CCOCC2)cc1	-12	-3	4	3	0.8	5	-5	-1	-3	-1

Another view of part of the listing above.
The line under a structure holds: RTF Ca sens inh | Arr AP2 block | NSD2 HMT inh | SR-BI DiI-HDL act | C-LANA FP | PKA-R2B activ | PvdQ acylase | Keap1-Nrf2 PPI | SR-BI DiI inh | DAGLB inh
CCOC(=O)c1c(NC(=O)CC(C)C)sc(C(C)=O)c1C
    -3 | 1 | . | -22 | 1.5 | -5 | -3 | 2 | 22 | -10
Cn1ncc([N+](=O)[O-])c1C(=O)Nc1ccccc1C(=O)O
    -2 | 2 | 1 | 8 | -0.5 | -8 | -2 | 3 | -8 | 3
c1cnc(SCCOc2ccc3c(c2)CCC3)nc1
    -4 | 11 | -2 | 15 | -0.4 | -5 | 5 | -3 | -15 | -8
CC(C)(C)c1ccccc1OCC(=O)NCc1ccccc1
    -1 | 64* | -2 | 4 | -5.1 | -9 | -4 | -1 | -4 | -3
O=C(c1c(O)c2ccccc2oc1=O)C1CCCCC1
    3 | -3 | 2 | 12 | -2.4 | 10 | -12 | -7 | -12 | 3
CC(OC(=O)c1ccc(S(=O)(=O)N(C)C)cc1)C(=O)Nc1ccc(Cl)cn1 (stereo not drawn)
    -3 | 32 | -3 | 1 | -0.1 | -3 | 10 | -6 | -1 | -4
O=C(N/N=C/c1ccc(-c2cccc(C(F)(F)F)c2)o1)c1cccc(F)c1
    0 | 1 | -2 | 1 | 0.4 | -3 | -11 | 1 | -1 | -7
CC1CN(C(=O)Nc2ccc3c(c2)OCO3)CC(C)O1 (stereo not drawn)
    0 | 3 | 3 | 14 | 3.1 | 9 | -8 | -3 | -14 | 1
Cc1nn(Cc2ccc(F)cc2)c(C)c1NC(=O)c1cnn2cccnc12
    2 | 7 | 2 | 9 | -0.9 | -6 | -1 | -5 | -9 | -1
O=C(Nc1ccc(S(=O)(=O)N2CCCCC2)cc1)c1ccccc1F
    -7 | 5 | -4 | . | 0.0 | -4 | -15 | -3 | . | 1
CC(C)NC(=O)Nc1cccc2c1O[C@H](CN(C)S(=O)(=O)c1cccs1)[C@@H](C)CN([C@H](C)CO)C2=O
    -3 | 9 | . | 5 | -3.1 | 6 | 2 | -4 | -5 | -3
O=C(Cc1nc(=O)c2ccccc2s1)Nc1ccccc1
    -6 | 4 | -1 | -24 | -0.2 | 0 | -10 | -2 | 24 | -1
Cc1ccc(S(=O)(=O)c2nc(-c3ccccc3)oc2NCCN2CCOCC2)cc1
    -12 | -3 | 4 | 3 | 0.8 | 5 | -5 | -1 | -3 | -1

Remaining list, next part.
SMILES	RTF Ca sens inh	Arr AP2 block	NSD2 HMT inh	SR-BI DiI-HDL act	C-LANA FP	PKA-R2B activ	PvdQ acylase	Keap1-Nrf2 PPI	SR-BI DiI inh	DAGLB inh
COc1ccccc1NC(=O)/C(C#N)=C/c1cccn1C	-2	2	0	-16	-1.0	-7	-3	-2	16	-5
CN(C)CCCNS(=O)(=O)c1ccc(NC2CCCCCC2)c([N+](=O)[O-])c1	0	13	32	8	1.1	2	-1	3	-8	3
CCOC(=O)c1c(C)[nH]c(C(=O)C(C)Cl)c1C (stereo not drawn)	-4	-1	0	9	0.0	1	3	-1	-9	2
CCCCN1C(=N)N([C@@H](C)CN2CCC[C@H]2CN2C(N)=NC[C@@H]2Cc2ccccc2)C[C@H]1Cc1ccccc1	-4	29	.	13	0.8	-12	1	1	-13	0
Cc1ccccc1NC(=O)Cn1cccc1	-5	-13	1	2	-0.4	6	-11	-2	-2	0
CCN1C(=O)C(CC(=O)Nc2ccc(OC)cc2)N(CCc2ccccc2)C1=S (stereo not drawn)	-7	9	.	-34	-0.6	-12	-4	0	34	-2
Cc1ccccc1NC(=S)NNC(=O)c1ccoc1C	-12	-9	1	2	-0.4	-3	-21	-7	-2	-2
O=c1n(-c2ccccc2)c(=O)n2n1CCC2	-26	-6	-2	3	-1.1	-4	1	1	-3	1
CCN(CC(=O)NCc1ccc(F)cc1)C(=O)c1ccc(C(=O)c2ccccc2)cc1	3	-5	2	-16	0.0	5	-8	1	16	-1
O=C(Cc1cccs1)NNC(=O)c1ccc(F)cc1	-11	6	-2	29	-0.2	-8	6	-4	-29	0
CCN(CC)CCNC(=O)c1ccc(NC(=O)c2ccc(F)cc2)cc1	-2	-18	33	.	0.7	2	-9	-1	.	-2
CCCCn1c(N)c(N(CC)C(=O)/C=C/c2ccco2)c(=O)[nH]c1=O	9	-18	1	15	3.0	-10	11	-4	-15	-3
O=C(Oc1ccc(C(=S)N2CCOCC2)cc1)c1ccc([N+](=O)[O-])cc1[N+](=O)[O-]	-3	-7	1	-5	-2.8	-5	-2	0	5	-2
CCc1c(C)sc(NC(=O)c2cccs2)c1C(N)=O	5	-6	.	-7	-1.1	-3	-17	0	7	-1
CC(=O)c1c(C)n(CC(=O)NCc2ccco2)c2ccccc12	-7	11	-4	.	-1.2	5	-8	-3	.	0
COc1ccc(-n2nnc3c(SCc4ccccc4)ncnc32)cc1	0	6	0	12	0.0	-9	-5	2	-12	0
O=C(Cc1cccc(NC(=O)C2CCCN(C(=O)c3ccccc3)C2)c1)Nc1ccc(C(=O)N2CCCCC2)cc1 (stereo not drawn)	-3	-20	.	-20	-0.9	-16	-6	0	20	-2
Cc1ccc(/C(O)=C2\C(=O)C(=O)N(CC(C)O)C2c2ccc(N(C)C)cc2)cc1 (stereo not drawn)	-7	-9	.	24	-0.8	-2	-8	-2	-24	0
O=C(Nc1cccc(C(F)(F)F)c1)c1cc2ncc(Br)cn2n1	-7	0	-2	-19	-1.9	7	-10	-5	19	-5
COC(=O)C1CCN(C(=O)CN2C(=O)c3ccccc3S2(=O)=O)CC1	-6	-2	0	10	0.4	-15	-10	-5	-10	3
CC(=O)c1ccc(NC(=O)c2cnn3ccccc23)cc1	-2	-6	.	-25	-0.3	16	-8	-1	25	-1
CC(C)c1cc(C(=O)NCc2cccnc2)no1	-5	-2	-5	-26	1.0	-3	-17	-1	26	0
